p53ts 39C kill – qHTS Screen for Compounds that Selectively Target Cancer Cells with p53 Mutations: Cytotoxicity of p53ts Cells at the Nonpermissive Temperature | AID 902, 2007 | H1299-p53A138V viability at 39C, ATP luminescence, 24 h | Potency, µM (series often up to 46.1 µM), inactives show at the top dose activity change, negative = cell killing, most hits filed as cytotoxic | actives 1.5% (n = 130,000); further: nearly all actives have a fitted effect of over 55% in size
Imprint erasure – qHTS Assay for Compounds that Induce Erasure of Genomic Imprints. actives 0.02% (n = 110,000). Potency, µM (doses to about 60.7 µM), without a hit: at the top dose activity change, positive = activation, actives largely listed as activators. mouse ES Peg3-LacZ reporter, beta-gal luminescence, 40 h. AID 1948, 2009;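 further: 0% = negative control wells on the plate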
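Readout: BetaGlo luminescence (5 min, room temp) for LacZ from the normally silent maternal Peg3 allele in female Peg3LacZ-Neo ES cells. Cells 300/well, 40 h, 37C, 5% CO2. Data normalized per plate to negative controls.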
p53ts 32C tox – qHTS Screen for Compounds that Selectively Target Cancer Cells with p53 Mutations: Cytotoxicity of p53ts Cells at the Permissive Temperature. H1299-p53A138V at 32C, ATP luminescence viability, 24 h. Potency, µM (highest dose often 46.1 µM), inactives show top-dose activity change, negative = cytotoxicity, actives largely listed as cytotoxic. actives 0.93% (n = 130,000). AID 924, 2007;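 further: 0% = DMSO and -100% = full killing by reference compound; nearly all actives have a fitted effect of over 55% in size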
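Viability by ATPlite luminescence after 24 h compound treatment (up to 46 uM) at the permissive 32C. Cells are H1299 carrying p53 A138V. Scale runs from DMSO basal to 100 uM tamoxifen as full kill; AC50 from Hill fits.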
IkB sig inh – IkB Signaling. Potency, µM (top dose mostly 57.1 µM), without a hit: top-dose IkBa stabilization activation. actives 0.04% (n = 110,000). ABC-DLBCL IkBa-CBG/CBR dual luciferase ratio, 4 h; response scale: scaled: untreated 0%, proteasome inhibitor 100%; active means well fitted curve in the direction sought with a large enough effect in the signal ratio, not every such curve was filed as active; inconclusive means small, poorly fitted or top-dose-only effect, or a change in a side signal; the % refers to the signal ratio;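 further: the direction sought is a rising ratio; 0% = basal untreated cells and 100% = reference inhibitor full response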
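Luminescence ratio of IκBα-fused green versus native red beetle luciferase in OCI-Ly3 cells, 4 h post-doxycycline with compound; red signal alone, scaled from basal (0%) to zero light (-100%), flagged nonspecific or cytotoxic effects.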
The depositor's hits bear a star; ? = inconclusive; . = not tested or not shown; [ ] = remark or other dose. Unless noted, the call rests on the fitted dose curve; in most records, active means well fitted curve in the direction sought with a large enough effect; inconclusive means small, poorly fitted or top-dose-only effect, or another doubt; inactive means no such curve, though single readings can be large; an effect the other way counts as inactive or inconclusive. Unless noted, on the % scale 0 is the no-effect control and ±100 the full control effect; potency means the concentration at half of the fitted maximal effect.

Short forms: A = p53ts 39C kill; B = Imprint erasure; C = p53ts 32C tox; D = IkB sig inh
Cc1ccccc1CNC(=O)C(C)N(c1ccccc1)S(C)(=O)=O (centres undefined)
  A: 7% | B: 6%[10.9 µM] | C: 11% | D: 4.8%

COCCNc1ncnc2c1c(-c1ccccc1)cn2-c1ccc(C)c(Cl)c1
  A: -21% | B: -14%[10.9 µM] | C: 0% | D: ?

Cc1cc2oc(C(=O)N(Cc3ccccc3)C3CCS(=O)(=O)C3)cc(=O)c2cc1C (centres undefined)
  A: -15% | B: 6%[10.9 µM] | C: 11% | D: 0.5%

C=CCNc1nc(-c2sc(NC(=O)CC)nc2C)cs1
  A: 10% | B: -11% | C: -17% | D: -4.1%

Cc1nc(S(=O)(=O)N(C)c2ccccc2)c(C#N)c(C)c1Cl
  A: -6% | B: -15% | C: -2% | D: -2.2%

COc1cc2c(cc1OC)C(c1cccnc1)CC(=O)N2 (centres undefined)
  A: 4% | B: -2% | C: -1% | D: -1.8%

COc1ccc2c(c1)c1c(c(=O)n(-c3cccc(C)c3)c(=O)n1Cc1cccc(Cl)c1)n2C
  A: -30% | B: 4%[10.9 µM] | C: -7% | D: -1.6%

COC(=O)c1cccc(C23CC4(C2)[C@H](CN(C)[C@@H]4c2ccccc2)C3c2ccc(Cl)nc2)c1 (some centres undefined)
  A: -3% | B: -11% | C: 6% | D: .

CCC1CCc2nc3sc(C(=O)Nc4ccc(F)c(F)c4)c(N)c3cc2C1 (centres undefined)
  A: 0% | B: -9%[10.9 µM] | C: -1% | D: -2.7%

Cc1ccc2[nH]c3c(=O)n(CC(=O)N4CCCC(C)C4)ncc3c2c1 (centres undefined)
  A: -16% | B: 8%[10.9 µM] | C: 7% | D: ?

One compound at a time, from the list above. Order of screens: p53ts 39C kill, Imprint erasure, p53ts 32C tox, IkB sig inh
Entry for COc1ccc2c(c1)c1c(c(=O)n(-c3cccc(C)c3)c(=O)n1Cc1cccc(Cl)c1)n2C : -30%, 4%[10.9 µM], -7%, -1.6%
Entry for CCC1CCc2nc3sc(C(=O)Nc4ccc(F)c(F)c4)c(N)c3cc2C1 (centres undefined) : 0%, -9%[10.9 µM], -1%, -2.7%
Entry for C=CCNc1nc(-c2sc(NC(=O)CC)nc2C)cs1 : 10%, -11%, -17%, -4.1%
Entry for Cc1cc2oc(C(=O)N(Cc3ccccc3)C3CCS(=O)(=O)C3)cc(=O)c2cc1C (centres undefined) : -15%, 6%[10.9 µM], 11%, 0.5%
Entry for Cc1ccc2[nH]c3c(=O)n(CC(=O)N4CCCC(C)C4)ncc3c2c1 (centres undefined) : -16%, 8%[10.9 µM], 7%, ?

Later entries:
Short forms: A = p53ts 39C kill; B = Imprint erasure; C = p53ts 32C tox; D = IkB sig inh
COc1cc(OC)c(C2CC(=O)N3CN(c4ccccc4C)CSC3=C2C#N)cc1OC (centres undefined)
  A: 1% | B: -30% | C: -9% | D: 6.5%

COc1cc(C)cc2oc(=O)c(CC(=O)NCCc3ccc(Cl)cc3)c(C)c12
  A: 13µM* | B: 9%[10.9 µM] | C: -22% | D: ?

CCc1cc2c(CN3CCN(C)CC3)cc(=O)oc2cc1O
  A: 7% | B: -18% | C: 1% | D: -1.1%

COc1cc(OC)cc(C(=O)Nc2ncc3c(n2)CC(C)(C)CC3=O)c1
  A: 5% | B: -33%[inhibitor] | C: -1% | D: ?

CCOc1ccc(-n2cc(-c3ccccc3)c3c(N4CCC(C)CC4)ncnc32)cc1
  A: -24% | B: -20%[10.9 µM] | C: 3% | D: -0.7%

COC(=O)COc1cc(C)cc2oc(=O)c(CC(=O)OC)c(C)c12
  A: 16% | B: 15% | C: -4% | D: -2.5%

Cc1ccc(Cn2c(CNS(=O)(=O)c3ccc(C(C)(C)C)cc3)nc3cccnc32)cc1
  A: -1% | B: -15%[10.9 µM] | C: -5% | D: ?

COc1ccc(NC(=O)C(NC(=O)Cc2cccs2)c2ccc(C)cc2)cc1 (centres undefined)
  A: -11% | B: . | C: -10% | D: .

CCOC(=O)C1CCCN(c2c(Nc3ccc(C)c(C)c3)c(=O)c2=O)C1 (centres undefined)
  A: 12% | B: -15% | C: 7% | D: 0.3%

Cc1cccc(C(=O)Nc2ccccc2C(=O)OCc2c(C)noc2C)c1
  A: -26% | B: -35%[inhibitor] | C: 3% | D: ?

CCOC(=O)c1ccc(NS(=O)(=O)c2ccc3c(c2)OCCO3)cc1
  A: 22% | B: -13%[10.9 µM] | C: 10% | D: ?

Cc1ccc(N2CC(c3nnc(Cc4ccc(Cl)cc4)o3)CC2=O)cc1 (centres undefined)
  A: -12% | B: -10%[10.9 µM] | C: -1% | D: ?

N[C@@H](Cc1ccccc1)c1nnc(SCc2ccccc2F)o1
  A: 6% | B: -9% | C: 8% | D: -0.5%

Cc1nnc2c3ccccc3nc(N3CCN(c4ccccc4)CC3)n12
  A: 9% | B: -6%[10.9 µM] | C: -5% | D: -3.2%

Cc1c2cnn(CC(=O)NCC(C)c3ccccc3)c(=O)c2c(C)n1Cc1cccc(Cl)c1 (centres undefined)
  A: -13% | B: -6%[10.9 µM] | C: -8% | D: -1.1%

Cc1ccc(-c2nc(-c3cc4cccc(OCc5ccc(F)cc5)c4oc3=O)no2)cc1
  A: -3% | B: 13%[10.9 µM] | C: 1% | D: ?

O=C(Cc1c[nH]c2ccccc12)NCc1ccc2c(c1)OCO2
  A: -11% | B: -15% | C: -11% | D: ?

Cc1cc(C)nc(-n2nc(C)c3c(C(F)F)cc(C)nc32)n1
  A: -1% | B: -4% | C: 0% | D: -0.4%

CCOC(=O)Cc1csc(NC(=O)C2CCCN(S(=O)(=O)c3cnc[nH]3)C2)n1 (centres undefined)
  A: 16% | B: -6% | C: -8% | D: -1.1%

COc1ccc(-c2nc3c4ccccc4n(CC(=O)Nc4cc(F)ccc4F)c(=O)n3n2)cc1
  A: -18% | B: -4%[10.9 µM] | C: -4% | D: ?

(cont.)
Values run as follows: p53ts 39C kill, Imprint erasure, p53ts 32C tox, IkB sig inh
- COc1ccccc1CC(=O)NCC1CCCO1 (centres undefined)
 : 17%, ., 3%, .
- Cc1cccc(C(=O)n2nc(-c3ccco3)nc2NCc2ccccc2)c1
 : -24%, 3%[10.9 µM], -4%, 2.1%
- Cc1cc(N2CCN(C)CC2)nc2ccc(NC(=O)c3ccccc3F)cc12
 : ?, -14%[10.9 µM], -17%, -0.6%
- CN(C)c1ccc(CNCCC2(O)CCOC(C)(C)C2)cc1 (centres undefined)
 : 5%, ., -3%, 1.1%
- O=C(Nc1cccnc1)c1noc2c1CCCC2
 : -16%, -87%[inhibitor], -20%, 0.8%
- Cc1cccc(N2CCN(S(=O)(=O)c3cc(C(=O)Nc4ccc(Oc5ccccc5)cc4)ccc3F)CC2)c1C
 : -22%, -22%[10.9 µM], 1%, ?
- COc1cc(OC)cc(C(=O)NCc2ccc3c(c2)CCN3C(=O)c2ccccc2)c1
 : -27%, -28%[10.9 µM], 7%, -0.3%
- Cc1cc(NC(=O)c2ocnc2C)no1
 : 0%, -72%[inhibitor], -3%, 3.8%
- Cc1ccc(S(=O)(=O)N2CCC(C(=O)NCCCN3CCCCCC3)CC2)cc1
 : 4%, -10%, 3%, 2.0%
- O=C(O)CCCC(=O)Nc1ccc(N2CCCC2)cc1
 : -7%, 7%, -11%, ?
- O=c1[nH]n(-c2ccccn2)c(=O)c2ccccc12
 : 6%, -3%, -11%, -2.9%
- COc1ccc(OC)c(NS(=O)(=O)c2ccc3c(c2)n(C)c(=O)n3C)c1
 : 12%, -16%, -1%, 3.5%
- CCOc1ccccc1NC(=O)N1CCCC(c2nc3c(nnn3Cc3ccc(C)cc3)c(=O)[nH]2)C1 (centres undefined)
 : 6%, -21%, 14%, ?
- COCCN(C(=O)Cn1nnc2ccccc21)C(C(=O)NC1CCCC1)c1cc(OC)ccc1OC (centres undefined)
 : -2%, 0%, 16%, -0.3%
- CCOC(=O)c1c(NC(=O)c2ccco2)sc2c1CCCCC2
 : -13%, -19%, 13%, 9.6%
- COc1ccc(-c2nc3ccccc3n3c(-c4cccc(C)c4)c4c(=O)n(C)c(=O)n(C)c4c23)cc1
 : 5%, -7%[10.9 µM], 4%, ?
- COc1cc(-c2cc3n(C)c(C)c(CCC(=O)NC4CCCCC4)c(=O)n3n2)cc(OC)c1OC
 : -23%, 5%[10.9 µM], -1%, ?
- COc1ccccc1NC(=O)COc1cccc(-n2cnnn2)c1
 : 2%, -8%, -16%, 2.4%
- Cn1c(NCc2ccccc2)cc(=O)n(C)c1=O
 : 1%, -5%, -13%, -2.0%
- Cc1cc(C)c2c(CC(=O)Nc3ccc(Cl)cn3)coc2c1
 : -4%, -7%, -5%, ?
- CC1CCC2C(=O)N3C(CCC(C)[C@@H]3c3ccc(Br)cc3)C(=O)N2C1c1ccc(Br)cc1 (some centres undefined)
 : -17%[9.22 µM], ., -5%[9.22 µM], .
- O=C(NCCc1nc2ccccc2n1Cc1ccc(Cl)cc1)c1ccccc1
 : -13%, -6%[10.9 µM], -7%, ?
- COc1ccc(/C=N\NS(=O)(=O)c2ccc(Cl)cc2)cc1COc1ccccc1[N+](=O)[O-]
 : -1%, ., -21%, .
- COc1ccc(OC)c(NC(=O)NC2(C(F)(F)F)Oc3ccccc3O2)c1
 : -10%, -11%, -7%, 1.1%
- O=C(c1cc2ccccc2o1)N1CCCCCC1
 : 0%, -51%[inhibitor], -4%, 2.5%
- Cc1ccc(N2CC(C(=O)NCc3cccs3)CC2=O)cc1 (centres undefined)
 : -5%, 15%, -3%, -0.7%
- CCn1c(SCC(=O)n2nc(C)cc2C)nnc1-c1ccc2c(c1)OCO2
 : 0%, -2%, -6%, 0.1%
- OCC(CO)(CO)N=Cc1cc(Br)ccc1O
 : 6%, -9%, 2%, 4.7%
- COc1ccc(CNC(=O)CN2C(=O)CSc3ccc(S(=O)(=O)N(C)C)cc32)cc1
 : 2%, 8%[10.9 µM], 5%, 5.7%
- COc1ccccc1NC(=O)N1CCn2c(nc3ccccc32)C1
 : -6%, 22%, 3%, ?

Quoted from the listing.
Result for `COc1ccc(-c2nc3ccccc3n3c(-c4cccc(C)c4)c4c(=O)n(C)c(=O)n(C)c4c23)cc1` in p53ts 39C kill: 5%
Result for `CCOC(=O)c1c(NC(=O)c2ccco2)sc2c1CCCCC2` in Imprint erasure: -19%

(cont.)
Values run as follows: p53ts 39C kill, Imprint erasure, p53ts 32C tox, IkB sig inh
- Cc1ccsc1/C=c1\sc2ncnn2c1=O
 : 5%, -2%, 9%, -2.7%
- CCC(=O)N1c2ccccc2CC1C(=O)NCc1ccccc1C (centres undefined)
 : -5%, 12%[10.9 µM], -12%, -0.6%
- CCCOc1ccc(C2C(=O)N(C3CCC(C)CC3)CC(=O)N2CCC2=CCCCC2)cc1OC (centres undefined)
 : -21%, 13%[10.9 µM], 7%, -0.3%
- COc1ccc(NS(=O)(=O)c2ccc(NS(=O)(=O)c3ccc4c(c3)OCCO4)cc2)cc1
 : 8%, -10%[10.9 µM], -6%, ?
- COc1ccc(NC(=O)CSc2nccn2C2CCCC2)cc1OC
 : -11%, -24%[10.9 µM], -3%, -1.0%

Assay outcomes (PubChem)
